PLC-gamma1 inh: inhibitors of human phospholipase C gamma1 | P19174 | purified PLC-gamma1, fluorogenic substrate, fluorescence | inhibition, % at 12.2 µM | 370,000 compounds, 0.84% hits; in the data active = inhibition above about 9.5%
Tn7 DDE FP: DD(E)-Tn7 binding inhibition, primary FP screen | P02675 | FP displacement of FITC-Tn7 peptide from fibrin DD(E); 0% = median of compound wells per plate | 370,000 compounds, 0.13% hits | AID 720508 | inhibition, % at 8.3 µM;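 active = inhibition above the mean of compounds falling within the control limits plus 3 SD of them, cut at about 14% in these data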;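 note: 0% = plate median of compound wells and 100% = 10 µM Aha-Tn7 peptide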
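Test system: human clot-derived fibrin DD(E) complex / Quantity: 2 µM final DD(E) protein / Incubation: 10 min plus 3 h, room temperature / Measured by: fluorescence polarization / Benchmarks: high control of 10 µM Aha-Tn7 peptide / Replicates: singlicate testing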
ARFGAP1 inhibitor: rat ARFGAP1 inhibition; Q62848; Arfgap1-stimulated ARF1 GTP hydrolysis, GDP FP detection; inhibition, % at 16.5 µM; 360,000 compounds, 0.26% hits; AID 651572;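 active = inhibition above a per-plate limit, mean inhibition of low control wells plus 3 SD, cut at about 25% in these data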;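 note: 0% = DMSO wells with enzyme and 100% = wells lacking Arfgap1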
Target sequence (Q62848 1-136 limits assumed): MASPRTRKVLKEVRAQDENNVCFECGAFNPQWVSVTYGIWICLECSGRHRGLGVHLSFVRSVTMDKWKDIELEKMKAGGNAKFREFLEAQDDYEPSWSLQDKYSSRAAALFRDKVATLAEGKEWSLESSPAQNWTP
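system = rat Arfgap1 catalytic domain, aa 1-136 | technique = FP, GDP Alexa 633 tracer displaced from anti-GDP antibody, 620/688 nm | compound = one concentration, 16.5 µM, DMSO 1.26% | medium = HEPES-based buffer, pH 7.5 | timing = compound-enzyme preincubation 20 min, reaction 120 min, detection 60 min, 25 °C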
UHRF1 binding: UHRF1 methyl-DNA binding inhibition. Q96T88. UHRF1 binding to methylated oligo, TR-FRET. inhibition, % at 4.4 µM. 370,000 compounds, 0.75% hits. AID 687016; in the data active = inhibition above about 21%;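 note: UHRF1 SRA domain binding a hemimethylated CpG hairpin DNA probe; 0% = median of test compound wells and 100% = reference inhibitor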
DDE Tn6 FP inh: inhibitors of Tn6 peptide binding to human fibrin DD(E); Fibrin DD(E) TRITC-Tn6 fluorescence polarization displacement; 370,000 compounds, 0.21% hits; inhibition, % at 8.3 µM; P02675;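 active = inhibition above a per-campaign cutoff: mean of compounds within control limits plus 3 SD, cut at about 15% in these data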;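 note: 0% = median of all compound wells on the plate and 100% = blocking peptide control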
proKLK7 act: activators of human kallikrein-7 zymogen; activation, % at 7 µM; 370,000 compounds, 0.9% hits; P49862; purified proKLK7, EDANS-DABCYL substrate fluorescence; 100% is mature enzyme control, 0% vehicle;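 active = activation above the mean of all tested compounds plus 3 SD, computed per campaign excluding outliers beyond control limits, cut at about 13% in these data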
Target sequence (P49862 whole entry, looked up): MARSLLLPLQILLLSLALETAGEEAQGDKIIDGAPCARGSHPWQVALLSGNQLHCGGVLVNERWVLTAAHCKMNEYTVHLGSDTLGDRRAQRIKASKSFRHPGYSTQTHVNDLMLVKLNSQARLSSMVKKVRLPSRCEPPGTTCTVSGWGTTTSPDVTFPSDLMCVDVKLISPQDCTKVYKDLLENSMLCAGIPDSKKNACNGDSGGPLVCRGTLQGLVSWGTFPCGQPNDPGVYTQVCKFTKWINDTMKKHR
ADAM17 inh: inhibits human ADAM17 | 370,000 compounds, 0.83% hits | inhibition, % at 6.95 µM | P78536 | recombinant ADAM17, EDANS/DABCYL FRET peptide cleavage | AID 720648;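 active = inhibition above the mean of compounds lying between control limits plus 3 SD, set per campaign, cut at about 8.5% in these data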;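 note: 0% = DMSO-only wells as the low control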
PLCb3 inh: inhibitors of human phospholipase C beta3 | Purified PLC-beta3, fluorogenic substrate, fluorescence | AID 720704 | Q01970 | inhibition, % at 12.2 µM | 370,000 compounds, 0.18% hits; in the data active = inhibition above about 11%;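 note: 0% = median of compound wells on plate and 100% = full blocker control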
MBD2 DNA inh: blocks human MBD2 binding to methylated DNA; 370,000 compounds, 0.31% hits; inhibition, % at 4.4 µM; Q9UBB5; TR-FRET, MBD2 binding to methylated oligonucleotide; in the data active = inhibition above about 13%
Target sequence (Q9UBB5 whole entry, looked up): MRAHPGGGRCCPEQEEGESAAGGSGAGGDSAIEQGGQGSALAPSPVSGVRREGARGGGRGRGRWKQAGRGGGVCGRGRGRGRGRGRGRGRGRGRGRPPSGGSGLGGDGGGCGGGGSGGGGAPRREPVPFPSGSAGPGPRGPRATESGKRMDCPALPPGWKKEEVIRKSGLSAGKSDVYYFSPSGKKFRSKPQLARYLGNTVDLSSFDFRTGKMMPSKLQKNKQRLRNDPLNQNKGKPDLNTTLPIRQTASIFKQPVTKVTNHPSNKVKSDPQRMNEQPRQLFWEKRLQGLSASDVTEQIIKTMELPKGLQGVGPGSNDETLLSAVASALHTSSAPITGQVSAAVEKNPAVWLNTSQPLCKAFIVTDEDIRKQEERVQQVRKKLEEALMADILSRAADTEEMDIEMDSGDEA
ASAP1 GAP inh: inhibitors of human ASAP1 ArfGAP activity; Q9ULH1; ASAP1-stimulated ARF1 GTP hydrolysis, GDP FP detection; inhibition, % at 16.5 µM; 360,000 compounds, 0.19% hits; in the data active = inhibition above about 25%;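 note: 0% = vehicle with enzyme and substrate and 100% = no enzyme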
* hit, by the source's call.

#	canonical_smiles	PLC-gamma1 inh	Tn7 DDE FP	ARFGAP1 inhibitor	UHRF1 binding	DDE Tn6 FP inh	proKLK7 act	ADAM17 inh	PLCb3 inh	MBD2 DNA inh	ASAP1 GAP inh
1	CCCCN(CC)CCNC(=O)c1cc2c(=O)n(C)c3ccccc3c2s1	-259	4	14	-9	9	19*	-445	-305	-8	-13
2	CC(=O)C1=C(C)NC(SCC(N)=O)=C(C#N)C1c1sccc1C (stereo unspecified)	-13	10	-1	2	0	0.1	-8	-20	1	2
3	CSCCC(NC(=O)COc1ccccc1)C(=O)N(C)Cc1c(F)cccc1Cl (stereo unspecified)	0	-4	-3	9	4	0.2	-2	-1	6	-2
4	CO/N=C/CC(=O)c1cnc(-c2ccccc2)s1	-22	3	13	0	6	-0.6	-2	-30	-2	-8
5	Cc1ccc(C(=O)N/N=C\c2ccc(OC(=O)c3cccc(F)c3)cc2)cn1	5	0	-4	6	-8	-0.6	-2	-1	-1	11
6	CS(=O)(=O)N(Cc1ccc(C(=O)N2CCc3ccccc3C2)cc1)c1ccccc1	0	1	12	-1	-8	0.2	-2	-1	1	-4
7	CC1=C(C(=O)OC2CCCCC2)C(c2ccc(F)cc2)NC(=O)N1 (stereo unspecified)	4	-6	0	-4	-6	-0.8	4	-1	-5	-6
8	COc1cc2c(cc1OC)-c1nnc(C)n1C1(CCCC1)C2	-2	6	-9	3	7	0.4	-4	-3	4	14
9	CCC1(CC)Cc2ccccc2C(CC(=O)N2CCOCC2)=N1	8	-7	8	3	6	0.2	7	5	-3	1
10	CC(C)CN1C(=O)c2ccc(C(=O)Nc3ccncc3)cc2C1=O	-2	0	9	1	4	0.2	-5	1	4	16
11	CCNC(=O)C1(C)CCCN(C(=O)c2ccccc2Br)C1 (stereo unspecified)	9	-2	4	0	-7	-0.8	4	3	1	0
12	COc1ccc(N2C(=O)CCC(C(=O)N3CCN(c4ccccn4)CC3)C2c2ccc(F)cc2)cc1 (stereo unspecified)	-5	-2	-15	7	2	0.7	-2	-4	-1	4
13	CCCNC(=O)c1ccc(C2SCC(=O)N2Cc2ccccc2)cc1 (stereo unspecified)	-1	3	11	2	0	-0.3	-2	3	2	0
14	CC1CC(C)CN(C(=O)c2cccc(S(=O)(=O)N(C)c3ccccc3)c2)C1 (stereo unspecified)	1	-7	-7	-1	8	-0.4	0	-5	1	7
15	Cc1ccc(S(=O)(=O)N2CCOCC2)cc1N/N=C(\C#N)c1nc2ccccc2[nH]1	-3	4	14	-2	1	-0.8	-1	-6	5	-9

The last 6 compounds of the part before lead into the next:
#	canonical_smiles	PLC-gamma1 inh	Tn7 DDE FP	ARFGAP1 inhibitor	UHRF1 binding	DDE Tn6 FP inh	proKLK7 act	ADAM17 inh	PLCb3 inh	MBD2 DNA inh	ASAP1 GAP inh
10	CC(C)CN1C(=O)c2ccc(C(=O)Nc3ccncc3)cc2C1=O	-2	0	9	1	4	0.2	-5	1	4	16
11	CCNC(=O)C1(C)CCCN(C(=O)c2ccccc2Br)C1 (stereo unspecified)	9	-2	4	0	-7	-0.8	4	3	1	0
12	COc1ccc(N2C(=O)CCC(C(=O)N3CCN(c4ccccn4)CC3)C2c2ccc(F)cc2)cc1 (stereo unspecified)	-5	-2	-15	7	2	0.7	-2	-4	-1	4
13	CCCNC(=O)c1ccc(C2SCC(=O)N2Cc2ccccc2)cc1 (stereo unspecified)	-1	3	11	2	0	-0.3	-2	3	2	0
14	CC1CC(C)CN(C(=O)c2cccc(S(=O)(=O)N(C)c3ccccc3)c2)C1 (stereo unspecified)	1	-7	-7	-1	8	-0.4	0	-5	1	7
15	Cc1ccc(S(=O)(=O)N2CCOCC2)cc1N/N=C(\C#N)c1nc2ccccc2[nH]1	-3	4	14	-2	1	-0.8	-1	-6	5	-9
16	CCOc1ccc(N2C(=O)CC(SCc3nc4ccccc4[nH]3)C2=O)cc1 (stereo unspecified)	-16	2	8	3	-3	0.6	-9	-17	0	-12
17	N#Cc1c(C(F)(F)F)cc(-c2cccs2)nc1SCc1ccc(Cl)nc1	-8	5	4	0	1	-2.7	-19	-14	0	8
18	O=C(O)CCc1ccc(S(=O)(=O)Nc2ccccc2C(=O)NCCc2ccccc2)cc1	-1	-7	-7	-2	0	-0.1	-6	-16	2	-7
19	COc1ccc(C)cc1-n1c(SCC(=O)N2CCOCC2)nc2ccccc2c1=O	0	9	-10	-3	-5	-0.2	-4	4	-4	6
20	COc1ccc(CCNC(=O)CCC(=O)Nc2ccccc2[N+](=O)[O-])cc1OC	5	-8	0	3	2	-0.7	6	-3	-6	-1
21	CC(C)C[C@@]12C(=O)N(c3cccc(F)c3)C(=O)N1[C@H](c1ccc(Br)cc1)[C@@H]1C(=O)N(C(C)(C)C)C(=O)[C@@H]12	-2	4	0	-2	8	-3.4	-3	1	-6	6
22	CCCN1CCC(=O)N([C@H](COc2ccccc2)Cc2ccccc2)CC1	-1	-4	-12	8	9	0.0	-5	3	3	5
23	COC(=O)c1ccc2nc(Nc3nc4c(F)cc(F)cc4s3)sc2c1	-54	5	10	2	0	-4.6	-40	-73	1	-3
24	Cc1nn(C)c(C)c1S(=O)(=O)N(CC(=O)Nc1ccc2c(c1)OCO2)c1ccc(C(C)C)cc1	-2	2	-8	-1	3	0.5	-2	1	2	-5
25	Cc1ccc(C(=O)Nc2ccccc2C(=O)N2CCCCC2C)cc1 (stereo unspecified)	1	3	-2	3	-6	0.2	-2	-4	1	-2
26	CCOC(=O)N/N=C/c1ccc(F)cc1F	6	-2	-8	5	-2	-0.2	4	8	-1	-4
27	COc1ccc(CCN2CCCC(CN(C)Cc3cccc(OC)c3)C2)cc1 (stereo unspecified)	-2	4	7	-2	2	0.3	-3	-5	3	-11
28	O=C(c1ccc(CS(=O)(=O)c2ccc(Br)cc2)o1)N1CCCCCC1	4	-1	-6	2	-3	-0.7	0	-1	0	0
29	CCC(CO)Nc1nc(CN2CCCCC2)nc2scc(-c3ccccc3)c12 (stereo unspecified)	-10	4	8	1	4	0.5	-2	-11	0	-4
30	CCOC(=O)C1(CC2CCCCO2)CCN(Cc2cc3ccccc3[nH]2)CC1 (stereo unspecified)	-8	-4	6	15	1	0.0	-6	-14	5	-1
31	C[C@@H]1CN(Cc2nnnn2CC(=O)NCCCn2cccn2)C[C@H](C)O1	3	-1	10	0	1	0.0	-2	1	0	4
32	COc1ccccc1C(=O)COC(=O)CCN=C1NS(=O)(=O)c2ccccc21	-7	-7	12	0	-7	0.3	-4	-1	-4	2
33	O=c1c2c(nc3nc(NCc4ccccc4Cl)[nH]n13)CCC2	0	-3	-8	-2	-7	-0.7	1	2	1	0
34	O=C(Cn1nc(-c2ccco2)ccc1=O)Nc1cc(Cl)ccc1Cl	-217	1	-1	-3	0	6.1	-73	-331	0	0
35	CCOC(=O)/C(C#N)=C/c1cn(CCC(=O)O)nc1-c1ccccc1	-14	-6	7	-2	4	-0.8	-2	-15	1	1
36	O=C1NC(=O)C(c2cn(-c3ccccc3)nc2-c2ccc(F)cc2)N1 (stereo unspecified)	3	5	11	-1	-3	0.5	-4	-6	-1	1
37	CCCCOCCCNC(=O)CC(C)c1ccccc1 (stereo unspecified)	0	-4	-2	-1	-1	-0.2	-1	3	2	-6
38	Cc1cccc(-n2c(C)n[nH]c2=S)c1C	2	3	10	4	-2	0.2	-1	4	-3	5
39	CNC(=S)N1CCN(c2ccccc2OC)CC1	2	-4	3	4	-4	0.4	2	4	-2	7
40	CCCCC(=O)NC1(C(F)(F)F)C(=O)Nc2c1c(=O)[nH]c(=O)n2Cc1ccco1 (stereo unspecified)	-6	-3	-11	6	-4	0.7	-2	-1	2	-12
41	Cc1nc2c(sc3nc(N4CCOCC4)c4c(c32)CC(C)(C)OC4)c(-c2ccc(Cl)cc2)c1C(=O)O	-58	1	-2	-1	-3	-3.5	-5	-94	-3	7
42	CCN(Cc1ccc(NC(C)=O)cc1)CC1CCCN(CCc2cccc(OC)c2)C1 (stereo unspecified)	4	6	2	0	6	0.1	-2	-4	-4	-8
43	COC(=O)c1c(-c2snnc2C)n[nH]c1C	2	7	13	-1	-5	0.2	-4	-6	10	-5
44	COc1ccc(Cc2c(-c3cccc(Cl)c3)nc3c(C)cc(Br)cn23)c(C)c1	-43	-4	7	-1	2	-0.1	4	-60	2	22
45	CCN(CC)S(=O)(=O)c1ccc2c(c1)nc(SCC(=O)NC1CC1)n2-c1ccccc1OC	2	-2	-4	1	0	0.9	1	5	3	6
46	CC(=O)Nc1ccc(N2CCOCC2)c([N+](=O)[O-])c1	1	-5	1	-10	0	0.1	0	2	-6	5
47	O=C(Nc1ccc2oc(-c3ccccc3)nc2c1)c1cc(-n2cnnc2)ccc1Cl	-78	-2	12	-2	-3	-0.3	-4	-105	-1	-7
48	Cc1ccc(NC(=S)N(CCCN2CCOCC2)Cc2ccco2)cc1C	1	0	-22	-3	1	-0.3	-1	-6	3	-3
49	COc1ccc(CCNC(=O)CCOc2ccc(C(C)(C)C)cc2)cc1OC	2	1	13	0	-5	0.7	-1	-3	-2	-5
50	Cc1cc(NC(=O)CSc2nc(=O)n3cc(Cl)ccc3n2)no1	0	-8	0	-2	-2	-0.1	-14	-8	1	-4
51	COc1ccccc1Nc1ccc([N+](=O)[O-])cc1N	-5	4	-5	-13	0	0.8	5	-3	-15	-3
52	Nn1c(SCC(=O)NC2CCCCC2)nnc1-c1ccco1	2	2	10	5	-6	-0.1	-2	-19	3	1

High-throughput results (PubChem BioAssay)
